PvdQ inh – blocks Pseudomonas aeruginosa PvdQ acylase activity; AID 488965; purified PvdQ acylase, fluorescence plate reader; inhibition, % at 10 µM; hit rate 0.063% among 340,000; in the data active = inhibition above about 30%, passing the limit was not always enough;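 note: 0% = vehicle neutral wells and 100% = reference inhibitor wells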
MITF act – MITF TRPM1 promoter activation in melanoma cells; AID 588334; hit rate 0.75% among 300,000; activation, % at 12.5 µM; SK-MEL-5 TRPM1-promoter luciferase, 24 h; % of positive control, neutral wells = 0;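 active = mean activation of at least 80% with every replicate also reaching 80%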;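 note: 0% = neutral control wells and 100% = parthenolide positive control wells; values of inactives mirror those of a sister screen read the other way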
dFosB act – enhances mouse delta FosB homodimer DNA binding; P13346; purified delta FosB, TAMRA-CDK5 oligo fluorescence polarization; percent of positive-control signal above neutral wells; activation, % at 25 µM; hit rate 0.99% among 340,000;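 active = mean activation above about 17%, with every replicate also reaching it, limit read from the data, passing the limit was not always enough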;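 note: fluorescence polarization rise as delta FosB binds a TAMRA Cdk5 AP-1 oligo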
Target sequence (P13346 whole entry, looked up): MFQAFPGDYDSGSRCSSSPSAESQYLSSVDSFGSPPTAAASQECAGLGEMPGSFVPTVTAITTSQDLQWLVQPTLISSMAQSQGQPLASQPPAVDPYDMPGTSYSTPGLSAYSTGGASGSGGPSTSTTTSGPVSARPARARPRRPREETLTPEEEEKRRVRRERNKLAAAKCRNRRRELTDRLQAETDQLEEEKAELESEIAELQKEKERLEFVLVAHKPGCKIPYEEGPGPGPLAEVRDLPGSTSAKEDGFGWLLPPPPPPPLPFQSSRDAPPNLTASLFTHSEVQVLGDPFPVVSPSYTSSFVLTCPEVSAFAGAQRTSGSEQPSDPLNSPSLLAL
HTR5A ag ctr – HTR5A agonism, opioid heterodimer counter-screen | P47898 | HTR5A agonist assay, luminescence, cell-based | activation, % at 9.3 µM | hit rate 0.61% among 340,000 | AID 504692; in the data active = activation mostly above about 9.5%, no sharp cut-off; inactive = mostly below about 7.6%;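 note: 0% = cells with vehicle only and 100% = reference agonist; strong numbers were not always called active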
HTR5A inv ctr – counter-screen for OPRM1-OPRD1 inverse agonists: human HTR5A inverse agonism; P47898; inhibition, % at 9.3 µM; HTR5A cell line, luminescence; hit rate 0.083% among 340,000; in the data active = inhibition mostly above about 23%, no sharp cut-off; inactive = mostly below about 18%;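 note: 0% = cells with DMSO and 100% = no-cell wells with DMSO; some compounds called inactive have numbers as strong as hits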
Wnt act – Wnt/beta-catenin pathway activation; activation, % at 9.35 µM; AID 743398; Wnt/beta-catenin reporter cell assay, activator, plate reader; hit rate 1.2% among 300,000; in the data active = activation above about 30%, passing the limit was not always enough;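 note: 0% = neutral control wells and 100% = positive control wells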
NSD2 inh – inhibitors of human histone methyltransferase NSD2; inhibition, % at 12.5 µM; NSD2 peptide methylation, AlphaScreen, 120 min; hit rate 0.54% among 310,000; in the data active = inhibition above about 50%
CDK5 p35 inh – blocks human CDK5/p35 kinase activity; Q00535+Q15078; Recombinant CDK5/p35, ADP-Glo luminescence, 60 min; inhibition, % at 10 µM; hit rate 0.01% among 330,000; AID 488839;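 active = highest replicate inhibition of at least 50% and at least 75% of replicates reaching 50%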;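 note: plate controls were DMSO neutral control for no effect and GW8510 at 10 µM for full effect; many of its hits are not listed in these tables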
Target sequence (Q00535 whole entry, looked up): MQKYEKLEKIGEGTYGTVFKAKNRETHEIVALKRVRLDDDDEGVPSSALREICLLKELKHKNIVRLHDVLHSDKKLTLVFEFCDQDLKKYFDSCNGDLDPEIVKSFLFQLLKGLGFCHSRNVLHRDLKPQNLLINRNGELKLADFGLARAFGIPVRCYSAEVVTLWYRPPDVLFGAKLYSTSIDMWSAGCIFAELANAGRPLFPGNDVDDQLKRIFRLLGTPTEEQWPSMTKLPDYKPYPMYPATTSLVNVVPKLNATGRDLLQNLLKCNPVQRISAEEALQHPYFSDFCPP
Target sequence (Q15078 whole entry, looked up): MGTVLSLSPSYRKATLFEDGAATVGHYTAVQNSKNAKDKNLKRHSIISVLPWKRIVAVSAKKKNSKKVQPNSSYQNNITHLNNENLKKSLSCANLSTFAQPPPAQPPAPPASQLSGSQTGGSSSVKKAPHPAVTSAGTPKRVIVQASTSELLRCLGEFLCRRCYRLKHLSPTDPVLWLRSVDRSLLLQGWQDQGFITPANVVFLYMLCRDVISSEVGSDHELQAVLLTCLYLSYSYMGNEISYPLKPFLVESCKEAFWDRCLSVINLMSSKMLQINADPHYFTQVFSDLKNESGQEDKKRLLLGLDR
V-ATPase pH – alters yeast V-ATPase proton transport; S. cerevisiae, pHLuorin cytosolic pH fluorescence; response, % at 10 µM; hit rate 0.37% among 350,000; AID 504577; in the data active = response mostly above about 7.3%, no sharp cut-off; inactive = mostly below about 5.4%; note: actives read high; inactives centre near 0; some compounds called inactive have numbers as strong as hits; reference of the scale not given here
SR-BI HDL uptake – inhibitors of mouse SR-BI mediated HDL lipid uptake. inhibition, % at 12.5 µM. ldlA[mSR-BI] CHO cells, DiI-HDL uptake fluorescence, 3 h. Q61009. hit rate 0.96% among 320,000. AID 488896;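 active = mean replicate inhibition of at least 70% and a set share of replicates each scoring 70 or more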;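 note: 0% = median of neutral control wells and 100% = median of positive control wells; values of inactives mirror those of a sister screen read the other way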
* = called active by the depositor; i = inactive; . = no result given. The order is random; any-hit rate near 5%.

SMILES | PvdQ inh | MITF act | dFosB act | HTR5A ag ctr | HTR5A inv ctr | Wnt act | NSD2 inh | CDK5 p35 inh | V-ATPase pH | SR-BI HDL uptake
O=C(CN1CCCC1)N/N=C/c1c(O)ccc2ccccc12 | 1 | -38 | 5 | -4 | 11 | -2 | 12 | -1.4 | -3 | -8
CC(OC(=O)Cc1n[nH]c(=O)c2ccccc12)C(=O)Nc1cccc([N+](=O)[O-])c1 (centres undefined) | 5 | -6 | -8 | 1 | 22 | 2 | -1 | -0.2 | 1 | 1
CCc1nnc2n1N=C(c1ccc(-c3cc(Cl)ccc3Cl)o1)CS2 | 0 | 32 | 30* | 5 | -4 | . | 0 | -0.1 | 3 | 32
CCN(CC(=O)Nc1c(F)cccc1F)C(=O)CCc1nc2cc(S(=O)(=O)N3CCOCC3)ccc2n1C | -10 | -10 | -12 | 6 | 8 | 5 | 0 | -0.9 | 2 | -28
Cc1c(Cl)cccc1NC(=O)CSc1sc2c(O)cc(=O)[nH]c2c1C#N | -13 | -12 | -11 | 0 | 0 | -1 | -2 | -4.5 | 1 | .
CC1=NS(=O)(=O)NC(C)(C)C1 | -20 | 2 | -5 | 1 | -6 | -5 | 30 | -0.1 | 0 | 8
CC(OC(=O)c1cccc(-n2cnnn2)c1)C(=O)c1ccccc1 (centres undefined) | 0 | 7 | 4 | 3 | 2 | -2 | 0 | 0.6 | 3 | -2
COc1ccccc1N1CCN(C(=O)c2cc(S(=O)(=O)N3CCCCC3)ccc2C)CC1 | -9 | -5 | -9 | 4 | -16 | 1 | . | -0.1 | -1 | -2
COc1cc(/C=N/n2c(C)nc3ccccc3c2=O)ccc1O | -12 | -6 | -9 | -6 | 23 | 1 | -2 | 0.2 | 6 | i
CCOc1ccccc1C(=O)N1CCC(C(=O)c2ccc(F)cc2)CC1 | 7 | . | -8 | -11 | 30 | -4 | -5 | 0.4 | 4 | 18
Cc1ccccc1Cn1cc(NC(=O)c2noc3c2CC(C(C)(C)C)CC3)cn1 (centres undefined) | 7 | 5 | -15 | -1 | 3 | -6 | -1 | 0.4 | -2 | 27
O=C(N/C(=C/c1ccccc1)C(=O)N1CCCCC1)c1ccc(Br)o1 | 10 | -6 | -14 | -4 | -13 | -3 | -2 | 0.0 | -4 | 2
CC(Oc1ccccc1)c1ccnn1S(C)(=O)=O (centres undefined) | 4 | -2 | -2 | -1 | -17 | . | 0 | -0.6 | 1 | -7
CCOC(=O)COc1ccc2cc(C(=O)OCC)c(=O)oc2c1 | -8 | 12 | -1 | 3 | -7 | . | 2 | -1.5 | -1 | -14
Nc1cc(C(=O)OCC(=O)NNC(=O)c2cccs2)ccc1Cl | 4 | 1 | 0 | -1 | 3 | 1 | 1 | -1.2 | 0 | -18
CCOc1ccc(NS(=O)(=O)c2ccc(C(=O)NCC(c3cccs3)N3CCOCC3)cc2)cc1 (centres undefined) | -4 | 2 | -11 | -5 | -23 | -2 | 0 | 0.5 | 1 | 0
COc1ccc(CCNC(=O)c2nnn(-c3cc(C)cc(C)c3)c2N)cc1OC | -6 | . | -10 | 0 | 25 | . | 1 | 0.7 | 0 | 54
Clc1ccc(CNc2ccc(N3CCN(Cc4ccccc4)CC3)cc2)cc1 | -13 | . | -22 | 3 | -11 | -5 | 2 | -1.0 | -2 | 24
COC(=O)C1C(=O)CC(C)(O)C(C(=O)OC)C1c1ccccc1F (centres undefined) | -4 | 8 | 4 | -2 | -2 | . | 0 | 0.4 | -2 | 2
Cc1ccc(NC(=O)Cn2c(=O)cnc3ccccc32)cc1S(=O)(=O)N1CCOCC1 | -10 | -2 | -7 | -3 | 7 | 2 | 0 | -3.8 | 0 | 6

Compound profiles, as listed above.
Cc1ccc(NC(=O)Cn2c(=O)cnc3ccccc32)cc1S(=O)(=O)N1CCOCC1 reads PvdQ inh: -10; MITF act: -2; dFosB act: -7; HTR5A ag ctr: -3; HTR5A inv ctr: 7; Wnt act: 2; NSD2 inh: 0; CDK5 p35 inh: -3.8; V-ATPase pH: 0; SR-BI HDL uptake: 6
CC(OC(=O)Cc1n[nH]c(=O)c2ccccc12)C(=O)Nc1cccc([N+](=O)[O-])c1 (centres undefined) reads PvdQ inh: 5; MITF act: -6; dFosB act: -8; HTR5A ag ctr: 1; HTR5A inv ctr: 22; Wnt act: 2; NSD2 inh: -1; CDK5 p35 inh: -0.2; V-ATPase pH: 1; SR-BI HDL uptake: 1

Further records
SMILES | PvdQ inh | MITF act | dFosB act | HTR5A ag ctr | HTR5A inv ctr | Wnt act | NSD2 inh | CDK5 p35 inh | V-ATPase pH | SR-BI HDL uptake
O=C(CN1C(=O)NC2(CCCC2)C1=O)NCc1ccc(F)cc1 | -9 | 1 | -4 | -1 | 5 | 2 | 0 | 1.4 | 5 | -14
COC(=O)CN1C(=O)[C@H]2[C@@H](/C=C/c3ccccc3)N3C(=O)CN(CC4CC4)C(=O)[C@@]3(Cc3ccccc3)[C@H]2C1=O | 10 | 8 | 3 | 3 | -18 | -1 | . | -2.9 | 0 | -7
COc1ccc(NC(=O)c2cc(OC)c(OC)c(OC)c2)cn1 | -8 | -7 | -8 | 3 | -7 | -3 | -2 | 0.8 | -1 | 32
Cc1ccc(CCNC(=O)c2ccc3nc4ccccc4c(=O)n3c2)cc1 | -17 | 13 | -10 | -1 | 4 | 4 | -3 | 1.3 | 1 | -1
c1ccc2c(c1)CNc1ccccc1-2 | 9 | 2 | -2 | -1 | 4 | 0 | 0 | 0.3 | -3 | -20
COc1ccccc1N(C(=O)c1ccco1)C(C(=O)NC1CCCCC1)c1cc(OC)c(OC)c(OC)c1 (centres undefined) | -6 | 10 | -9 | 0 | 6 | 0 | 3 | -1.5 | -1 | -23
O=C(CN1C(=O)NC(Cc2ccccc2)C1=O)Nc1ccc(OC(F)(F)F)cc1 (centres undefined) | -9 | 6 | -10 | 3 | -10 | -2 | 0 | 0.3 | -2 | -6
COc1ccc(S(=O)(=O)NCC(=O)N(CC(=O)NCc2ccco2)C2CCCC2)cc1 | -13 | 0 | -2 | 0 | 14 | 1 | -4 | -3.3 | 1 | 3
COc1ccccc1OCc1ccc(C(=O)NC(C)c2ccccc2)o1 (centres undefined) | 10 | -1 | 0 | 3 | -12 | -1 | -1 | 2.0 | -1 | 20
CCOC(=O)C1CCN(C(=O)CN(c2ccc3c(c2)OCCO3)S(C)(=O)=O)CC1 | -13 | -3 | 2 | 0 | -2 | -4 | 0 | 0.0 | -5 | -11
COC(=O)c1ccccc1NC(=O)N1CCN(c2ccccc2F)CC1 | -23 | 18 | -4 | 6 | -15 | 1 | -4 | -1.7 | -1 | 2
Cc1cnc(Sc2ncccc2[N+](=O)[O-])nc1 | 4 | . | -2 | 4 | 5 | -2 | 0 | -2.9 | -1 | -18
CC(=O)N/C(=C\c1ccccc1)C(=O)OCc1cc(C)ccc1C | -2 | -6 | -1 | -1 | 2 | -2 | -3 | -1.9 | -4 | .
O=C(Nc1sc2c(c1C(=O)O)CCCC2)c1cccs1 | -6 | 33 | -7 | 0 | 5 | . | 6 | -3.7 | 2 | -23
Cc1cccn2c(=O)c3cc(C(=O)NCCc4ccccc4)c(=N)n(Cc4ccco4)c3nc12 | -10 | 10 | 5 | -5 | 8 | -1 | -7 | -1.0 | -4 | -16
Cc1onc(-c2ccccc2)c1C(=O)NC(C)C1CCCO1 (centres undefined) | -11 | 7 | 4 | 7 | -10 | -2 | 22 | -0.2 | -1 | 0
C[C@H](CO)N1C[C@H](C)[C@@H](CN(C)C(=O)NC2CCCCC2)Oc2ccc(NC(=O)NC3CCCCC3)cc2C1=O | -20 | -5 | -12 | 0 | 8 | -2 | . | 0.2 | 2 | -9
C[C@H](N)C(=O)OCc1ccc([N+](=O)[O-])cc1 | -19 | . | 3 | 2 | -1 | -2 | 28 | -4.6 | -3 | -52
O=C(Cc1c(F)cccc1Cl)OCC(=O)c1ccc[nH]1 | -4 | 20 | -3 | -2 | 8 | 4 | -4 | 0.7 | -1 | 2
COC(=O)c1nccnc1N | -7 | 10 | 8 | -2 | 7 | 1 | -5 | -1.2 | 3 | 4
COC(=O)CC(NS(=O)(=O)c1cccs1)c1ccccc1Cl (centres undefined) | -13 | . | 0 | -3 | -7 | -4 | -3 | -2.0 | -1 | 16
COCc1nnc(NC(=O)c2ccc(S(=O)(=O)N(C)C3CCCCC3)cc2)o1 | -7 | 2 | -3 | -5 | -11 | . | 1 | -2.3 | -2 | -6
CC(=O)N1N=C(c2ccco2)CC1c1ccc(C)cc1 (centres undefined) | -10 | 8 | 2 | 0 | 5 | 6 | 0 | -0.8 | 6 | -4
CC(=O)c1ccc(N2CCN(C(=O)c3cc4c(s3)CCCC4)CC2)cc1 | -11 | 3 | -8 | 4 | -10 | 0 | . | -2.8 | -6 | 17
O=C1CCCN1CCCNS(=O)(=O)c1ccc(Br)cc1 | -10 | 7 | -4 | 6 | -16 | 2 | -3 | -2.5 | -4 | -24
CC(=O)Nc1ccc(S(=O)(=O)Oc2ccccc2N2C(=O)C3C4CCC(C4)C3C2=O)cc1 (centres undefined) | 0 | -12 | -1 | -4 | -9 | -1 | 1 | 0.1 | 1 | -13
CCOc1ccc(NC(=O)CN(C)C(=O)C2=COCCO2)cc1OCC | 9 | 6 | -9 | 5 | -12 | -3 | -2 | 1.8 | 0 | -13
CCCCn1nc(NC(=O)c2cccs2)c2cc3ccccc3nc21 | -13 | 23 | 7 | -4 | 8 | . | -28 | -2.4 | 0 | 46
COc1ccc(OC)c2nc3c(C(=O)NCCN(C)C)cccc3nc12 | 5 | -73 | 87* | 1 | -2 | 6 | 6 | 2.0 | -5 | -13
CC1CCCN(C(=O)COC(=O)/C=C/c2ccc(C(F)(F)F)cc2)C1 (centres undefined) | -12 | -7 | -9 | 2 | -5 | 1 | 2 | 0.6 | -3 | -15
CCN1CCc2c(sc(NC(=O)Cc3ccccc3)c2C(=O)OC)C1 | -12 | . | -13 | -1 | 3 | -4 | . | -0.7 | -1 | 14
OC1C2CN3CCN(C2)CC1(Cc1ccccc1)C3 (centres undefined) | -9 | -9 | 3 | 2 | -1 | . | -1 | 0.3 | 0 | -12
Cc1ccc(O)c(N)c1 | -11 | 12 | 3 | 0 | 0 | . | . | -0.1 | -1 | 6
C=CCn1c(CCNC(=O)c2ccccc2F)nnc1SCc1nc2ccccc2c(=O)[nH]1 | -17 | -13 | -10 | 5 | 11 | -7 | -1 | -3.9 | 3 | -17
COC(=O)C1=CN(C)C=C(C(=O)OC)C1c1ccsc1 | -32 | 2 | -6 | 0 | 4 | . | . | -0.9 | -2 | -5
Cc1cccc(NC(=O)N2CCC(NC(=O)C3CCCCC3)CC2)c1 | -6 | -2 | 3 | 17* | -47 | -1 | 0 | -1.0 | -1 | .
CCc1[nH]nc(C(=O)N2CCCC(CNS(=O)(=O)c3cccs3)C2)c1C (centres undefined) | -4 | -1 | -4 | 3 | 23 | -1 | -4 | 0.2 | 1 | -19
O=C(Cc1ccccc1)NCC(=O)N1CCc2ccccc2C1 | 9 | -3 | 4 | -1 | 5 | 0 | -2 | -0.7 | 2 | -20
CCc1nnc(N2C(=N)SCC2=O)s1 | 5 | -6 | -5 | 7 | -20 | . | -3 | -0.3 | -1 | 2
N/C(=N\OC(=O)c1ccc([N+](=O)[O-])cc1)c1ccc(Br)cc1 | -10 | . | -6 | 1 | -3 | 16 | -3 | 0.4 | -1 | -8
N#CCc1c(C#N)c(N)nc(N2CCN(S(=O)(=O)c3ccccc3)CC2)c1C#N | -2 | -4 | 9 | 1 | -2 | -1 | -2 | 0.5 | 0 | 14
c1ccc(Oc2cccc(OCCn3cncn3)c2)cc1 | -7 | -3 | 1 | -3 | 6 | 3 | 1 | -2.0 | -1 | -21

Screens as filed in PubChem BioAssay.
